HTRA1 inh = inhibitors of human serine peptidase HTRA1; AID 504803; Q92743; recombinant HTRA1, FP-rhodamine activity-based probe, fluorescence polarization; inhibition, % at 5.96 µM; 0.5% of 340,000 active; in the data active = inhibition above about 36%;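 also: 0% = enzyme with DMSO and 100% = wells lacking enzyme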
rCAG RNA binder = binds r(CAG) RNA repeats. AID 651821. inhibition, % at 3 µM. r(CAG) RNA repeat, TO-PRO-1 dye displacement fluorescence. 1.3% of 370,000 active;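 active = inhibition above the plate cutoff, the mean of all test compounds on that plate plus 3 SD, cut at about 35% in these data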;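 also: 0% = DMSO alone and 100% = 100 µM mitoxantrone as full dye displacement; higher means more dye released from RNA so lower well fluorescence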
LEDGF integ inh = blocks HIV-1 LEDGF/p75-dependent DNA integration; TR-FRET IN-LEDGF/p75 DNA integration, Eu/Cy5; inhibition, % at 3.7 µM; 0.64% of 370,000 active; AID 743269;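 active = inhibition above the screen-wide mean plus 3 SD, cut at about 13% in these data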;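 also: signal is the Cy5 over europium emission ratio at 671 and 618 nm; 0% = plate median of compound wells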
mABHD4 FP = inhibitors of mouse ABHD4; Q8VD66; purified mABHD4, FP-Rh probe fluorescence polarization; inhibition, % at 8.92 µM; 0.54% of 370,000 active;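 active = inhibition exceeding the mean over every tested compound plus 3 SD, cut at about 30% in these data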;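 also: 0% = plate median of compound wells and 100% = S159A mutant with DMSO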
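Assay system: wild-type mouse ABHD4 protein; compound: single nominal dose of 8.92 µM, 0.89% DMSO final; schedule: 45 min + 60 min at 25 °C; measured by: FP readout, ex 525 nm / em 598 nm; evaluation: % inhibition of FP-Rh probe binding versus controls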
NR1D1 modulator = Rev-erb alpha (human) modulation | P20393 | Rev-erbα–FITC-DNA binding, fluorescence polarization, 90 min | activity, % at 10 µM | 0.79% of 370,000 active;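 active = activity above about 14%, limit read from the data; passing the limit was not always enough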;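 also: 0% = DMSO wells with 35 nM protein and 100% = DMSO wells with 750 nM protein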
Target sequence (P20393 whole entry, looked up): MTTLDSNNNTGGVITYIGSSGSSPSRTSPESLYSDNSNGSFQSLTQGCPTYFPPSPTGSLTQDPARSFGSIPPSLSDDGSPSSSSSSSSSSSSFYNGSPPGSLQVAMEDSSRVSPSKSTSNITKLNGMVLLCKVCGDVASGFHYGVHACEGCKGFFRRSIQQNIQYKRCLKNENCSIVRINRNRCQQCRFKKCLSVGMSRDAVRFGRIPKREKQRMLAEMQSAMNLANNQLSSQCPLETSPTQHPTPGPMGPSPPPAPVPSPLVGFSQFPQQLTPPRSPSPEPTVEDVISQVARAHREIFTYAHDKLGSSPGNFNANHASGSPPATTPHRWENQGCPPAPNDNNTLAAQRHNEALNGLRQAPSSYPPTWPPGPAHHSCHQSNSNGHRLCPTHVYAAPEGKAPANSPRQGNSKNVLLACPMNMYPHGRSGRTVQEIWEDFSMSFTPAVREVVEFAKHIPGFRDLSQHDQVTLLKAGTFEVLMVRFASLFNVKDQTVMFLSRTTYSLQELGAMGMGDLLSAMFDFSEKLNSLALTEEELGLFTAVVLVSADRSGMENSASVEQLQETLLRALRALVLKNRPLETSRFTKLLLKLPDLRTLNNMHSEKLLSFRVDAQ
PG9 Ab binder = small molecules binding HIV-1 gp120 antibody PG9; TR-FRET gp120-PG9 antibody binding; inhibition, % at 6.7 µM; 0.43% of 360,000 active; AID 624416; in the data active = inhibition above about 8.5%
MBD2 DNA inh = MBD2-methylated oligo binding inhibition; TR-FRET, MBD2 binding to methylated oligonucleotide; inhibition, % at 4.4 µM; 0.31% of 370,000 active; AID 686964; in the data active = inhibition above about 13%
UHRF1 binding = human UHRF1 methylated DNA binding inhibitors; UHRF1 binding to methylated oligo, TR-FRET; inhibition, % at 4.4 µM; AID 687016; Q96T88; 0.75% of 370,000 active; in the data active = inhibition above about 21%;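 also: UHRF1 SRA domain binding a hemimethylated CpG hairpin DNA probe; 0% = median of test compound wells and 100% = reference inhibitor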
PRMT1 inh = blocks human protein arginine methyltransferase 1; recombinant PRMT1, activity-based probe fluorescence polarization; inhibition, % at 2.79 µM; 1.3% of 370,000 active; AID 652257;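 active = inhibition above about 21% made by adding two undisclosed values, limit read from the data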
Target sequence (Q99873 whole entry, looked up): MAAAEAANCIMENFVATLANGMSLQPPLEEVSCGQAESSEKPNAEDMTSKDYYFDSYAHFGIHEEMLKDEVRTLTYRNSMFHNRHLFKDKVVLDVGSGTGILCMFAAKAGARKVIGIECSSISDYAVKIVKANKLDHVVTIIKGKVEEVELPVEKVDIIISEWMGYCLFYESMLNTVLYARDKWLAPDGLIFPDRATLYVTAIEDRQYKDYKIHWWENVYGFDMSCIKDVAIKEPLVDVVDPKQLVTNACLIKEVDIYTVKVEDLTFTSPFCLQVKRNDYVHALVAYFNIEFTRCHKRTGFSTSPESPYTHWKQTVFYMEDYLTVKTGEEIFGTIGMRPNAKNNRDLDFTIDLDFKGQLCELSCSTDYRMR
TCR-CD3 inh = human TCR-CD3 binding inhibition; TAMRA-labeled TCR probe fluorescence, biochemical; inhibition, % at 9.4 µM; 0.37% of 360,000 active; AID 651800; in the data active = inhibition above about 19%;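 also: recombinant mutant TCR 2C K166C tagged with TAMRA read by polarization; 0% = receptor in buffer alone and 100% = receptor with positive control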
Active calls of the source: *; . = not tested or not shown.

SMILES	HTRA1 inh	rCAG RNA binder	LEDGF integ inh	mABHD4 FP	NR1D1 modulator	PG9 Ab binder	MBD2 DNA inh	UHRF1 binding	PRMT1 inh	TCR-CD3 inh
Cc1ccc(CNC(=O)C2CCN(c3nc(C)cc(C)n3)CC2)cc1	11	2	-3	-3	-1	-0.1	-3	-1	1	7
O=C(NCCNC(=O)c1cnccn1)c1cccc(Cl)c1	-1	2	-1	-8	-1	-1.0	-4	-3	-4	6
O=C(COc1coc(CN2CCCc3ccccc32)cc1=O)Nc1cccc([N+](=O)[O-])c1	-2	9	-2	-4	-1	-3.1	-2	-1	11	-10
NS(=O)(=O)c1ccc(CCNC(=O)c2cnc(Cl)c(Cl)c2)cc1	3	7	1	4	3	-2.0	-1	5	0	2
CCC(=O)NC(c1ccc([N+](=O)[O-])cc1)c1c(O)ccc2ccccc12 (stereo not given)	-8	5	1	-4	-1	-0.3	-3	1	-1	2
COc1ccc(CNC(=O)c2c(C)oc3c2C(=O)c2ccccc2C3=O)cc1	13	6	4	10	10	1.2	-8	-1	-1	6
O=C(CCl)N1CCN2C(=O)c3ccccc3C12c1ccc(Cl)cc1 (stereo not given)	7	-9	4	-4	-1	0.3	-1	0	-1	-1
CC(C)(C)OC(=O)N/N=C\C=C\c1ccc2c(c1)OCO2	-3	-3	1	-5	5	-4.9	0	-4	-1	5
Nc1nc(N)c(N=Nc2ccc(C(=O)O)cc2)c(N)n1	11	-1	-6	3	-2	-17	0	3	0	-6
CCn1c(=O)c2cc(C(=O)N(C)c3cc(C)ccc3OC)sc2c2ccccc21	-26	2	-2	-6	4	0.1	4	6	0	-7
COCCn1c(SCc2ccccc2F)nc2ccccc2c1=O	-5	-1	-1	-8	-3	-3.8	0	0	1	3
CC(C)(C)c1ccc(C(CC(=O)O)NC(=O)Cc2ccc(Cl)cc2)cc1 (stereo not given)	-5	19	0	-4	-6	0.7	-3	-3	-3	-3
O=C(CCNC(=O)c1ccccc1Cl)Nc1cc(S(=O)(=O)N2CCOCC2)ccc1N1CCCC1	1	7	-5	5	-2	0.3	1	5	3	-3
Cn1cc(C(=O)Nc2cccc(F)c2)cn1	-2	1	3	2	2	1.5	-3	0	-1	9
Cc1ccn2c(C(C)O)nnc2c1 (stereo not given)	7	-1	7	-5	-2	-1.5	1	0	-5	6
COc1ccccc1N(CC(=O)NC1CCCCC1)S(C)(=O)=O	-5	-3	-6	-5	1	0.2	7	4	5	-3
COc1ccc(/C(C)=N/NC(=O)c2ccncc2)cc1	6	3	2	5	-11	-1.2	-1	0	0	3
CCc1nnc2cccc(Cl)n12	5	2	0	0	-1	-1.5	2	1	3	6
CCC1(C)Cc2[nH]c(=O)c(C#N)cc2CO1 (stereo not given)	2	-2	-4	-8	-6	1.2	6	1	1	-4
CCOc1ccc(N(C(=O)c2snc(C(N)=O)c2N)C(C)C(=O)NC2CCCCC2)cc1 (stereo not given)	0	0	-7	-3	3	0.6	2	1	4	-4
Cc1cc(OCc2ccc(C(=O)NN=C3CCCC3)cc2)ccc1Cl	8	0	-5	-3	7	-2.5	-7	-4	-3	-1
CCCCCCCC[n+]1cccc2c3ccccc3ccc21	1	13	-5	-1	-2	2.6	4	-4	4	-7
CC1Cc2cc(S(=O)(=O)NCCC(=O)NCc3ccc(F)cc3)ccc2N1C(=O)C1CC1 (stereo not given)	1	-2	1	-8	-1	-1.8	2	-2	-2	-4
CCn1c(O)c(N=NC(=O)Cn2ccc(C(F)(F)F)n2)c2ccccc21	1	2	1	8	-1	-2.9	-9	-3	1	1
CCOC(=O)[C@@H]1[C@H]2COc3ccc(Br)cc3[C@H]2N2C(=O)N(c3ccc(OC)cc3)C(=O)[C@]12C	-37	0	-3	-19	-6	1.3	4	2	0	-2
COC(=O)C1=C(C)N(Cc2ccc(C(F)(F)F)cc2)C(=NCc2ccccc2C(F)(F)F)NC1c1cccc(Cl)c1 (stereo not given)	.	1	4	7	4	1.0	3	5	8	-4
Cc1ccc(Cc2c(C3CCCCC3)nc3cc(C)c(Br)c(C)n23)cc1	.	4	3	5	4	1.1	-2	0	-4	-7
O=C(c1ccccc1)N1CCN(C(=S)NCCc2ccccc2)CC1	-3	-5	1	1	-4	-1.6	-3	2	-2	4
CC1CCC(C(=O)NC(C(=O)N2CCN(c3ccccn3)CC2)C(C)C)CC1 (stereo not given)	7	-1	4	1	5	-2.9	2	0	0	-5
Cc1ccc(NC(=O)CSc2nnc(Cc3ccccc3)o2)c(C)c1	7	-7	-1	3	4	0.0	-4	0	3	10
O=C(CSc1nccn1-c1ccc(F)cc1)NCc1ccc(F)cc1	5	-5	3	-1	0	-2.0	-4	1	5	-6
COc1ccc(Cl)cc1NC(=O)NCC1CCN(C(=O)OC(C)(C)C)CC1	-11	-5	0	-6	-7	1.1	2	-2	-1	3
Cc1cccc(N=C2NC(=O)/C(=C/c3cn(C)c4ccccc34)S2)c1	-9	4	1	-1	-2	-0.8	1	0	-1	5
O=C(CN1C2=NCCCN2c2ccccc21)c1cccc(Br)c1	2	9	-2	-4	-3	-0.8	3	2	0	2
CSc1ccc(Cl)c(C(=O)Nc2ccc(N3CCOCC3)cc2)c1	1	0	5	-1	3	-2.5	-5	-2	-4	6
O=S(=O)(NCCC(c1ccc(F)cc1)c1ccco1)c1ccccc1 (stereo not given)	-26	2	-2	-13	-1	-0.9	5	-2	0	9

Among those listed so far, two contain a nitro group on carbon:
SMILES	HTRA1 inh	rCAG RNA binder	LEDGF integ inh	mABHD4 FP	NR1D1 modulator	PG9 Ab binder	MBD2 DNA inh	UHRF1 binding	PRMT1 inh	TCR-CD3 inh
O=C(COc1coc(CN2CCCc3ccccc32)cc1=O)Nc1cccc([N+](=O)[O-])c1	-2	9	-2	-4	-1	-3.1	-2	-1	11	-10
CCC(=O)NC(c1ccc([N+](=O)[O-])cc1)c1c(O)ccc2ccccc12 (stereo not given)	-8	5	1	-4	-1	-0.3	-3	1	-1	2

Next section:
SMILES	HTRA1 inh	rCAG RNA binder	LEDGF integ inh	mABHD4 FP	NR1D1 modulator	PG9 Ab binder	MBD2 DNA inh	UHRF1 binding	PRMT1 inh	TCR-CD3 inh
CCc1c(-c2ccccc2)nc2sc3c(c2c1N)CCCC3	-7	-2	-4	-4	2	-0.4	0	0	2	-1
CCN1C(=O)[C@H]2[C@@H](c3ccc(C)cc3)N3C(=O)N(c4ccc(OC)cc4)C(=O)[C@@]3(Cc3ccccc3)[C@H]2C1=O	-2	4	-2	4	-3	-2.1	1	-1	-1	11
Cc1ccc(CNS(=O)(=O)c2c(C)[nH]c(C)c2C(=O)N2CCCCC2)o1	6	0	1	0	-1	-0.6	2	4	4	-8
CC(=O)NC12CC3CC(C1)CC(C(=O)Oc1ccc(N(C)S(=O)(=O)c4cc(C)ccc4C)cc1)(C3)C2	-9	0	-1	-2	0	-2.9	-3	0	-4	0
Cc1ccc(C)c(NC(=O)CCc2ccc(C)o2)c1	0	-2	-2	-5	-4	2.4	-3	-2	4	-5
O=C(Nc1ccc(SC(F)F)cc1)C12CCC(CC1)C2	-14	-2	2	-15	0	0.0	2	-3	-3	9
O=C1CN(c2ccc(Br)cc2)C(=O)N1CC(=O)N1CCCc2ccccc21	-4	-2	2	-7	4	-0.4	6	4	1	-3
CCc1nnc(NC(=O)CCN(c2cc(C)cc(C)c2)S(=O)(=O)c2ccc(Cl)cc2)s1	-3	5	6	2	-2	0.1	-4	-2	-4	8
NC(=O)NC(CC(=O)NCCc1ccccn1)c1ccccc1Cl (stereo not given)	3	-2	-9	2	6	-0.5	9	14	1	-6
O=C(NCCc1ccccc1)c1cccs1	-1	0	0	-8	2	2.3	5	2	0	3
CC(C)CN(C(=O)COC(=O)CCN1C(=O)c2ccccc2C1=O)C1CCS(=O)(=O)C1 (stereo not given)	2	-6	-1	2	-7	2.0	-3	0	2	7
Cc1ccc(NC(=O)CN2C(=O)NC3(CCCc4ccccc43)C2=O)c([N+](=O)[O-])c1 (stereo not given)	-3	-3	-5	-5	-4	-3.0	4	3	2	-10
c1coc(CNc2ncnc3ccccc23)c1	-1	-2	1	10	-2	-0.5	-2	-2	-3	5
C[C@@H]1CC[C@@]2(O[C@@H](CCO)C[C@@H](O)[C@@H]2O)O1	-4	0	2	-7	9	-2.8	-3	1	0	1
CCOc1ccccc1C(=O)Nc1ccc(C(=O)NCC2COc3ccccc3O2)cc1 (stereo not given)	.	9	4	0	3	.	-1	0	2	.
CC(C)CCN(C(=S)NC(=O)C1CCCCC1)c1c(N)n(Cc2ccccc2)c(=O)[nH]c1=O	-4	-4	-6	1	4	-0.7	0	4	5	-2
CC(C)(C)c1ccc(C(=O)NCCC(=O)NCc2ccco2)cc1	5	-5	-3	-1	-1	-0.7	2	1	-1	1
CN1CCN(c2nc3nonc3nc2N2CCN(C)CC2)CC1	10	-3	0	13	3	0.8	6	-1	1	7
C/C=C/c1ccc(OCCCn2cncn2)c(OC)c1	6	2	2	3	4	3.7	3	5	7	0
O=C(Nc1ccc(Cl)c(S(=O)(=O)N2CCCCC2)c1)c1cnccn1	-5	5	3	-12	6	-2.8	4	6	-2	0
NS(=O)(=O)c1ccc(CNS(=O)(=O)Cc2ccc(Cl)cc2)cc1	-1	6	3	-8	4	-3.7	5	2	-2	2
NC(=O)c1ncn([C@@H]2O[C@H](C(=O)N[C@H](Cc3c[nH]c4ccccc34)C(=O)N3CCN(C(=O)C4CC4)CC3)[C@@H](O)[C@H]2O)n1	.	1	0	-4	1	-0.5	-5	-2	1	-3
CCOC(=O)Cc1csc(SCC(=O)Nc2ccc3[nH]c(=O)[nH]c3c2)n1	3	2	-7	7	0	-1.3	3	11	-2	-6
CCCCc1nnc(NC(=O)CN(C)S(=O)(=O)c2ccc(C)cc2)s1	4	-6	-2	1	-5	-0.8	0	4	-2	1
COc1ccc(-n2c(SCC(=O)NCC3CCCO3)nc3ccccc32)cc1 (stereo not given)	0	1	-3	-3	1	0.7	-2	2	-2	-10
CCOc1ccccc1/C=N/NC(=O)CSc1n[nH]c(=O)[nH]c1=O	-2	0	-4	-10	-3	-2.9	3	5	0	-2
O=C(c1ccco1)N(CCCN1CCOCC1)c1nc(-c2ccc(F)cc2)cs1	-25	-5	-5	-7	-1	-0.7	-1	-1	3	7
COc1ccc(NC(=O)c2cc(S(=O)(=O)N3CCCCC3)ccc2N2CCCCC2)cn1	-15	-3	0	0	-2	-2.3	-2	-2	4	4
C/C=C/C(=O)Nc1cccc(C2=NOC3(C2)C[C@@H](C(N)=O)N(C(=O)c2cc([N+](=O)[O-])cc([N+](=O)[O-])c2)C3)c1 (stereo not given in full)	0	8	-1	-3	-1	-2.5	16*	3	-2	-2
CCc1nnc(NC(=O)C2CCCN(C(=O)c3ccc(Cl)cc3)C2)s1 (stereo not given)	-1	0	1	6	-3	-1.7	1	-1	2	-6
COc1cc(NC(=O)c2cccc([N+](=O)[O-])c2)ccc1NC(=O)c1ccco1	4	-2	0	-3	8	-0.3	4	-3	-1	-7
CC(C)OCCCN1C(=O)c2[nH]nc(-c3ccccc3O)c2C1c1cccc(Cl)c1 (stereo not given)	-34	0	1	-3	3	1.9	3	1	2	-3
COc1ccc(OC)c(C2C/C(=N/O)C(C)C(c3cc(OC)ccc3OC)N2)c1 (stereo not given)	9	-4	-1	3	2	-1.1	-2	1	-1	6

Bioassay records as filed in PubChem BioAssay.

An excerpt; the hit share may differ from the screen's.
